CIT2 TOR yeast: alters CIT2-GFP fluorescence in TOR pathway yeast screen | S. cerevisiae CIT2-GFP strain, flow cytometry, 3 h; 100 means same as DMSO wells | AID 2029 | actives 0.065% (n = 320,000) | GFP response vs DMSO, % at 10 µM;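 active = GFP response relative to DMSO above a set limit, near the screen mean plus 3 SD, cut at about 150% in these data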;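 note: ratio of well median GFP fluorescence to mean of DMSO wells on the plate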
procasp3 activ: activates human procaspase-3 | P42574 | recombinant procaspase-3 D3A, Ac-DEVD-pNA absorbance 405 nm | activation, % at 8.5 µM | actives 0.11% (n = 330,000) | AID 463141;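 active = activation above the mean of all tested compounds plus 3 SD, cut at about 21% in these data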;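 note: 0% = DMSO alone and 100% = DMSO wells spiked with extra 5 µM PC-3 D3A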
Target sequence (P42574 whole entry D9A/D28A/D175A): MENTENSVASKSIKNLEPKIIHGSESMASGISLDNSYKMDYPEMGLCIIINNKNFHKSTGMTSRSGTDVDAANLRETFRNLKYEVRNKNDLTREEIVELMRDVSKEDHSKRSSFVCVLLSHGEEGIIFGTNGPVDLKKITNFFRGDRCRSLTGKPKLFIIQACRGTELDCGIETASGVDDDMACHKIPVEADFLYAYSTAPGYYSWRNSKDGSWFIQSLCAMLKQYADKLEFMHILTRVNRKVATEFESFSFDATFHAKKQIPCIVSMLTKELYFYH
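Assay system – Procaspase-3 D3A mutant · Benchmarks – DMSO low control, extra-enzyme high control · Technique – 405 nm absorbance of p-nitroaniline, reads at 0 and 120 min · Doses – 8.5 µM nominal · Measure – % activation between DMSO and enzyme-spiked controls · Also added – Ac-DEVD-pNA chromogenic peptide substrate · Schedule – 1 h compound preincubation, 2 h substrate hydrolysis at 25 °C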
AGP1-GFP MLPCN: yeast TOR pathway AGP1-GFP modulation; S. cerevisiae AGP1-GFP multiplex flow cytometry, 3 h; GFP as percent of DMSO wells; GFP response vs DMSO, % at 10 µM; actives 0.02% (n = 320,000);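 active = GFP response relative to DMSO above a set limit, near screen average plus 3 SD, cut at about 150% in these data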;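 note: median GFP channel fluorescence of the gated AGP1 strain per well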
LAP4 TOR yeast: modulators of TOR pathway LAP4-GFP in S. cerevisiae; GFP response vs DMSO, % at 10 µM; S. cerevisiae LAP4-GFP multiplex, flow cytometry GFP, 3 h; median GFP as percent of DMSO wells; actives 0.34% (n = 320,000);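 active = GFP response vs DMSO above a set limit, about the screen mean plus 3 SD, cut at about 150% in these data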
AHR act: activators of human aryl hydrocarbon receptor; P35869; AHR-responsive luciferase reporter cells, luminescence; activation, % at 5 µM; actives 2.5% (n = 320,000); AID 2796; in the data active = activation above about 47%;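 note: 0% = vehicle wells and 100% = reference agonist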
Target sequence (P35869 whole entry, looked up): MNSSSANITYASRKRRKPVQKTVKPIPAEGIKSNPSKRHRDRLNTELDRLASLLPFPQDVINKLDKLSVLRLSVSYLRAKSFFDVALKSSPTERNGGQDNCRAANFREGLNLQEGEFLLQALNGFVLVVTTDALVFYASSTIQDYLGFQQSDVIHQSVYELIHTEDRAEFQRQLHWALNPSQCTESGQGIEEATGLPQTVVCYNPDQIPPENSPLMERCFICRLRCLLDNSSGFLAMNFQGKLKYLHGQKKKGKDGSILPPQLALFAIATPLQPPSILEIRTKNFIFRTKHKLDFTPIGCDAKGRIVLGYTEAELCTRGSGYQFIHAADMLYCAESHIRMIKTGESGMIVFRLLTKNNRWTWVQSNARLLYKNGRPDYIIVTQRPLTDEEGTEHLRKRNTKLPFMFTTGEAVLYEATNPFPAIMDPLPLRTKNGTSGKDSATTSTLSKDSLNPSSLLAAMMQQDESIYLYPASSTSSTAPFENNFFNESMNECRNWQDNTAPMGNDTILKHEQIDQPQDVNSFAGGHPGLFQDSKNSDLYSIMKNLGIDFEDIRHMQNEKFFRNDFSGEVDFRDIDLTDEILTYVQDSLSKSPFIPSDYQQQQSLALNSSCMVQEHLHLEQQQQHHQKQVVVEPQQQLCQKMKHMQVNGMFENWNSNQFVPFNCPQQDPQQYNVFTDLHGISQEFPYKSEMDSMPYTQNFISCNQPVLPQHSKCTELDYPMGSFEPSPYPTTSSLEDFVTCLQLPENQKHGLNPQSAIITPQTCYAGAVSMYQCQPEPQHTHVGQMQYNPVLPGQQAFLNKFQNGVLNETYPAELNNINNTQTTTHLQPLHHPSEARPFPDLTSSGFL
MEP2 TOR yeast: modulators of TOR pathway MEP2-GFP in S. cerevisiae | S. cerevisiae MEP2-GFP strain, flow cytometry GFP, 3 h; 100% = DMSO control level | AID 2016 | actives 0.51% (n = 330,000) | GFP response vs DMSO, % at 10 µM;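 active = GFP response versus DMSO above a set limit, roughly screen mean plus 3 SD, cut at about 180% in these data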;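 note: median GFP fluorescence of the barcode-gated MEP2-GFP cells per well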
RPL19A-GFP yeast: yeast TOR pathway RPL19A-GFP modulation; S. cerevisiae RPL19A-GFP strain, flow cytometry, 3 h; active compounds read low; AID 2025; actives 0.3% (n = 330,000); percent response vs DMSO, % at 10 µM;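 active = percent response vs DMSO below 50%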;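 note: median channel GFP fluorescence of the barcoded RPL19A-GFP strain; ratio of sample median GFP to plate DMSO average so 100% = DMSO; lower means less RPL19A-GFP as with rapamycin TOR inhibition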
procasp7 counter: counter-screen: procaspase-7 (human) activation; activation, % at 8.5 µM; recombinant procaspase-7, Ac-DEVD-pNA absorbance 405 nm; D23A/D198A/D206A triple mutant, cannot self-cleave; scale: DMSO 0, 5 µM enzyme 100; P55210; actives 0.093% (n = 330,000);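 active = percent activation above the screen-wide mean plus 3 SD, cut at about 25% in these data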
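signal = Epi-absorbance of released pNA at 405 nm, two timepoints | assay system = Uncleavable procaspase-7 mutant enzyme | reagent = Ac-DEVD-pNA substrate, 400 µM as added | times = 1 h enzyme–compound preincubation and 2 h substrate reaction, both 25 °C | benchmarks = low DMSO alone, high DMSO plus 5 µM PC-7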
* marks the source's active call; other numbers are inactive results; x = not tested or not shown.

SMILES	CIT2 TOR yeast	procasp3 activ	AGP1-GFP MLPCN	LAP4 TOR yeast	AHR act	MEP2 TOR yeast	RPL19A-GFP yeast	procasp7 counter
COc1ccc(-n2c(Cn3c(=O)sc4ccccc43)nnc2SCC(=O)N2CCCC2)cc1	101	0	108	107	0	113	102	-5
O=C(COc1ccc(C(=S)N2CCOCC2)cc1Cl)Nc1ccccc1Cl	95	-11	97	87	-6	98	99	-16
O=C(COc1ccc(S(=O)(=O)N2CCOCC2)cc1)N1CCOCC1	100	5	106	103	-1	105	101	-6
CC1=NNC(=O)/C1=C\c1cn(-c2ccccc2)nc1-c1cccs1	94	-18	88	263*	2	108	92	-3
S=C(NCCN1CCOCC1)Nc1ccc(-c2nc3ccccc3[nH]2)cc1	93	-11	79	111	12	70	105	-11
COc1cccc(OC)c1C(=O)Nc1nc2cc3c(cc2s1)OCO3	102	4	106	105	54*	101	98	2
O=C(N/N=C/c1cc(Br)ccc1O)c1ccccc1Cl	90	-29	76	100	14	100	99	-40
Cc1cc(=O)[nH]c(N2CCN(c3ccc(Cl)cc3)CC2)n1	102	1	99	94	-3	107	103	11
CC(C)Oc1ccc(C2CC(=O)NC2=O)cc1 (stereo unspecified)	110	x	108	104	x	117	112	x
COc1ccc(-c2nc(NC(=O)c3ccc(OCC(=O)Nc4ccc(F)cc4)c(OC)c3)sc2C)cc1	103	-7	96	94	24	113	102	0
N#CCCn1cc(/C=C2\NC(=S)N(c3ccccc3)C2=O)c(-c2ccc(F)cc2)n1	100	-5	104	111	2	101	95	8
CC(C)CN(CC(C)C)C(=O)CCCC(=O)N(CC(C)C)CC(C)C	95	2	94	93	3	96	101	15
Cc1ccc(CNC(=O)CNS(=O)(=O)c2cccc3nsnc23)cc1	93	-9	99	97	7	105	102	-8
O=C(O)CN1C(=O)Nc2ccc(Br)cc2C1c1ccccc1 (stereo unspecified)	95	5	86	87	-2	99	87	3
COc1ccc(CCNc2ccc(C(CC(N)=O)NC(=O)c3ccccc3)cc2[N+](=O)[O-])cc1 (stereo unspecified)	98	3	96	114	0	101	106	5
S=C(Nc1ccc2nsnc2c1)N1CCCC1	86	-7	x	95	3	92	89	-5
CC(OC(=O)COc1ccccc1)C(=O)NC1CCCC1 (stereo unspecified)	93	-2	99	92	0	101	92	-1
CC(NCc1ccc2c(c1)OCO2)C(=O)NC1CCCCC1 (stereo unspecified)	104	12	96	92	1	95	89	2
Clc1ccccc1CSc1nnc(-c2ccncc2)o1	96	5	94	104	2	100	99	0
Nc1c(N(Cc2ccco2)C(=O)c2cccc(F)c2)c(=O)[nH]c(=O)n1Cc1ccccc1	91	3	100	96	0	97	97	6
C/C(=N\NC(=O)c1ccc2ccccc2c1)c1cccs1	106	x	99	81	x	105	119	x
CCOc1ccc(N2CC(NS(=O)(=O)c3cccnc3)CC2=O)cc1 (stereo unspecified)	106	-4	102	101	0	106	100	-1
CC[C@H](C)[C@H](NC(=O)c1ccc(Cl)cc1)C(=O)OCC(=O)c1c(N)n(C)c(=O)n(C)c1=O	104	0	97	92	6	98	97	14
CC(C)(C)OC(=O)N1Cc2ccccc2C[C@H]1C(=O)N1CCC[C@H]1C(=O)O	96	13	100	101	3	96	101	0
CCOC(=O)CSc1nnc(-c2cccc(Br)c2)o1	90	-7	87	88	1	89	92	1
COc1ccc(S(=O)(=O)Nc2cccc3c2O[C@H](CN(C)C(=O)NC(C)C)[C@@H](C)CN([C@H](C)CO)C3=O)cc1	89	4	89	98	0	93	91	-6
CCOc1ccc2oc(=O)cc(C)c2c1	96	1	100	100	-2	98	99	-6
O=C(O)C1C2C=CC(O2)C1C(=O)NCCCn1ccnc1 (stereo unspecified)	97	-12	97	93	-2	99	97	-21
COc1cc(CN2CCNC(=O)C2CC(=O)NCc2csc(C(C)C)n2)cc(OC)c1 (stereo unspecified)	107	-11	108	108	2	107	101	-2
COCC(=O)OCC(=O)Nc1cc(C)c(C)cc1[N+](=O)[O-]	108	6	101	94	7	105	108	-1
CC1CCN(S(=O)(=O)c2ccc(NC(=O)CNC3CCCCC3)cc2)CC1	104	-6	98	93	0	105	103	-15
CSc1ncc(C(=O)Nc2cccc(Cl)c2)c(C)n1	96	x	95	119	x	107	103	x
Cc1ccc(C(=O)NC(=S)Nc2ccccc2C(F)(F)F)cc1	104	-4	102	98	-3	102	106	-12
COC(=O)c1c(NC(=O)C2C3CCC(O3)C2C(=O)O)sc2c1CCCCCC2 (stereo unspecified)	96	9	94	86	0	95	99	-5
Cn1c(SCC(=O)Nc2ccc3c(c2)OCO3)nnc1C(F)(F)F	102	4	102	106	28	99	102	-3
COc1ccc(/C(O)=C2/C(=O)C(=O)N(c3nc(C)c(C)s3)C2c2ccco2)cc1 (stereo unspecified)	91	-14	100	97	2	100	102	-16
Cc1ccn(-c2ccc([N+](=O)[O-])cc2)n1	100	-2	102	95	-5	110	99	0
COc1ccc(S(=O)(=O)NCC(c2ccc(F)cc2)N2CCN(C)CC2)cc1 (stereo unspecified)	92	-1	107	108	-2	105	100	9
O=C(NNS(=O)(=O)c1ccc(Cl)cc1)c1sccc1-n1cccc1	98	1	x	109	2	101	102	-1
CCOC(=O)C1=C(COC(=O)CCc2ccc(CC)cc2)NC(=O)NC1C (stereo unspecified)	103	6	102	99	-1	102	99	2
CC1(C)Cc2c(sc3[nH]c(=S)n(Cc4ccccc4)c(=O)c23)CO1	93	-1	100	92	0	100	97	-27
COc1ccc(OC)c(/C=N/NC(=O)c2[nH]nc3c2CCc2ccccc2-3)c1	103	-8	99	111	18	113	105	2
CCC1CCCCN1C(=O)COC(=O)CSc1ccc(C(N)=O)cc1[N+](=O)[O-] (stereo unspecified)	95	9	98	110	0	96	99	-7
Nc1nc2ccc(NC(=O)c3ccco3)cc2s1	101	4	101	93	82*	107	104	2
O=C(CSc1nc2ncccc2[nH]1)NCCc1ccccc1	132	1	106	99	32	100	101	5

Profiles, quoted from the list:
CC1(C)Cc2c(sc3[nH]c(=S)n(Cc4ccccc4)c(=O)c23)CO1 across the screens: CIT2 TOR yeast = 93; procasp3 activ = -1; AGP1-GFP MLPCN = 100; LAP4 TOR yeast = 92; AHR act = 0; MEP2 TOR yeast = 100; RPL19A-GFP yeast = 97; procasp7 counter = -27
Cc1ccn(-c2ccc([N+](=O)[O-])cc2)n1 across the screens: CIT2 TOR yeast = 100; procasp3 activ = -2; AGP1-GFP MLPCN = 102; LAP4 TOR yeast = 95; AHR act = -5; MEP2 TOR yeast = 110; RPL19A-GFP yeast = 99; procasp7 counter = 0
CCOc1ccc(N2CC(NS(=O)(=O)c3cccnc3)CC2=O)cc1 (stereo unspecified) across the screens: CIT2 TOR yeast = 106; procasp3 activ = -4; AGP1-GFP MLPCN = 102; LAP4 TOR yeast = 101; AHR act = 0; MEP2 TOR yeast = 106; RPL19A-GFP yeast = 100; procasp7 counter = -1

(list continues)
SMILES	CIT2 TOR yeast	procasp3 activ	AGP1-GFP MLPCN	LAP4 TOR yeast	AHR act	MEP2 TOR yeast	RPL19A-GFP yeast	procasp7 counter
COc1cc(/C=N/Nc2nc(N3CCCC3)nc(N3CCCC3)n2)ccc1O	108	1	105	87	23	102	103	5
COCCN(Cc1ccccc1)C(=O)C1CCN(C(=O)Nc2ccccc2)CC1	93	-6	103	103	1	99	105	-7
CC1(C)OC(=O)N(Cc2ccco2)C1(C)O (stereo unspecified)	110	-4	110	112	0	109	108	0
COc1ccccc1NS(=O)(=O)c1cc(NC(=O)Cc2n[nH]c(=O)c3ccccc23)ccc1Cl	88	3	95	91	1	95	93	7
CCOc1ccccc1CN1CCN(Cc2cccc3c2OCO3)CC1CCO (stereo unspecified)	97	7	92	90	12	94	98	5
Cc1c(C)n(O)c2ccc3nonc3c12	96	-2	103	105	7	99	96	-8
O=C(Cc1ccc(S(=O)(=O)N2CCOCC2)s1)NCCC(c1ccccc1)c1ccccc1	87	-5	90	94	10	98	93	12
Cc1[nH]c(=O)nc(SCc2cccc(Cl)c2)c1C#N	102	0	106	98	0	102	99	-7
Cc1ccc(/C=N/n2cnc3sc4c(c3c2=O)CCCC4)o1	75	5	78	85	-1	94	117	-9
Cc1[nH]c2c(Cl)cccc2c(=O)c1CN1CCCCCC1	105	0	106	109	10	112	111	-3
COc1ccc(NC(=S)N(CCN(C)C)C(C)c2ccco2)cc1Cl (stereo unspecified)	94	-8	95	85	-10	100	97	-17
Cc1cc(C)cc(NC(=S)NCCN2CCOCC2)c1	100	-1	100	100	1	105	105	4
O=C(C1CCC(N2C(=O)C3CC=CCC3C2=O)CC1)N1CCCCC1 (stereo unspecified)	93	9	94	93	1	95	93	1
CN1CCSc2ccc(C(=O)Nc3ccc(Cl)cc3)cc21	88	-1	93	107	215*	102	93	-9
COc1ccc(CCN2CC(C(=O)NCC3(O)CCCCC3)CCC2=O)cc1 (stereo unspecified)	92	2	93	84	3	83	100	0
O=C(NCC1CCCN(Cc2ccc3nonc3c2)C1)c1cccc(C(F)(F)F)c1 (stereo unspecified)	98	1	100	95	6	101	98	7
COC(=O)CSc1nnc(CCc2nc3ccccc3[nH]2)n1C	107	-4	106	104	14	101	104	2
Cc1nn(C)c(=O)n1-c1ccccc1	93	5	95	94	-1	94	94	10
CCOc1nc(C)ccc1-c1noc(-c2ccncc2)n1	86	1	93	102	14	103	97	-3
Cc1ccccc1OCCC(=O)OCC(=O)NC1CCCCC1	98	5	100	98	-2	101	98	2
O=C(COc1cccc2c1CCN(Cc1ccc(Br)cc1)C2=O)NCc1ccco1	104	-9	101	99	0	105	102	-6
COc1ccc(NS(=O)(=O)c2cccc(C(=O)N/N=C(\C)c3ccc(-n4ccnc4)cc3)c2)cc1	98	5	102	100	20	101	99	6
Cc1onc(-c2ccccc2)c1NC(=O)N(CCC(=O)O)Cc1ccccc1	95	-7	99	102	-1	98	97	8
COc1ccccc1-n1cc(CN2CCN(CC=C(C)C)C(CCO)C2)cn1 (stereo unspecified)	79	4	102	90	1	96	98	14
O=C(CN1C(=O)NC2(CCCC2)C1=O)OCc1cccc(Br)c1	97	-2	97	100	1	96	98	-6
O=C(O)c1ccccc1Nc1ccc(OC(F)F)cc1	97	-4	80	105	-1	97	100	-1
O=C(Nc1nnc(SCC(=O)N2CCOCC2)s1)C1CC(=O)N(c2ccccc2)C1 (stereo unspecified)	92	7	101	97	-4	104	98	0
COCCn1c(SCC(=O)Nc2ccccc2C(F)(F)F)nc2ccccc2c1=O	95	9	93	100	2	106	100	5
CC(Sc1nncs1)C(=O)NCC(=O)Nc1ccc(F)c(F)c1F (stereo unspecified)	x	-8	100	98	2	96	94	1
CS(=O)(=O)N(CC(=O)Nc1ccc(S(=O)(=O)N2CCOCC2)cc1)c1ccccc1Cl	99	5	101	95	1	106	102	15
CC(Oc1ccc(F)cc1)C(=O)Nc1ccc(S(=O)(=O)NC2=NCCCCC2)cc1 (stereo unspecified)	94	0	94	90	0	97	91	6
O=C(C1CC(=O)N(c2ccc(F)cc2)C1)N1CCOCC1 (stereo unspecified)	100	2	100	96	-1	100	100	3
COc1ccc(CCNC(=O)CCN2C(=O)c3cccc4cccc(c34)C2=O)cc1OC	104	2	103	95	-1	105	104	2
CSc1nnc(C)c(/C=C/NOCc2cccc(F)c2)n1	105	6	109	105	3	112	103	11
COc1ccc(NC(=S)N2CCCC2c2ccc(OC)c(OC)c2)cc1 (stereo unspecified)	98	4	103	105	-1	93	97	-1

High-throughput results: PubChem BioAssay, several laboratories
